HKDC1 inhibitor = blocks human hexokinase HKDC1 activity; Q2TB90; recombinant HKDC1, G6PDH/diaphorase resazurin coupled fluorescence; inhibition, % at 20 µM; 340,000 tested, 0.16% active; AID 493160;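 active = inhibition above about 35% when tested at 20 µM, limit read from the data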;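 note: plate controls were DMSO wells with enzyme for no effect and DMSO wells lacking enzyme for full effect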
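test system = in-house recombinant HK5 (HKDC1) enzyme | amount = HKDC1 at 5 µg/mL | control set = DMSO-enzyme wells negative, buffer-substituted wells positive | compound = one dose of 20 µM, 1% DMSO | schedule = reaction time 90 min, room temperature, protected from light | technique = resorufin fluorescence at 613 nm | reagent = glucose with 1 mM ATP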
ATG4B inhibitor = inhibitors of human ATG4B cysteine protease. Q9Y4P1. ATG4B cleavage of LC3-PLA2, NBD-HPC fluorescence, 1 h. inhibition, % at 8.33 µM. 340,000 tested, 0.51% active; in the data active = inhibition above about 40%
Target sequence (Q9Y4P1 whole entry, looked up): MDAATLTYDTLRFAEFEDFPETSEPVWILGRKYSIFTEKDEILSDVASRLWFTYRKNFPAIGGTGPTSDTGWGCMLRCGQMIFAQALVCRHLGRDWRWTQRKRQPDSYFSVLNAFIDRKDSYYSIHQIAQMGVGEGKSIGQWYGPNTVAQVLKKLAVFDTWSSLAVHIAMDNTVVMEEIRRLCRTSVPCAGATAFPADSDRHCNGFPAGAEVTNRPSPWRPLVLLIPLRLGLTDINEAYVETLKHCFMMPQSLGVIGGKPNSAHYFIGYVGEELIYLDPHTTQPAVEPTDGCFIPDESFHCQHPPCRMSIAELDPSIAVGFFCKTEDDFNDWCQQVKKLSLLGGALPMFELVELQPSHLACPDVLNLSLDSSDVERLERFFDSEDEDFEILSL
hIAP block = blocks human intestinal alkaline phosphatase; 330,000 tested, 0.12% active; AID 2544; inhibition, % at 10 µM; P09923; purified IAP, CDP-Star luminescence, 30 min;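 active = inhibition reaching a set limit with compound at 10 µM in the primary screen, cut at about 35% in these data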;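 note: plate controls were DMSO wells with enzyme for no effect and no-enzyme buffer wells for full effect; values of inactives mirror those of a sister screen read the other way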
Target sequence (P09923 whole entry, looked up): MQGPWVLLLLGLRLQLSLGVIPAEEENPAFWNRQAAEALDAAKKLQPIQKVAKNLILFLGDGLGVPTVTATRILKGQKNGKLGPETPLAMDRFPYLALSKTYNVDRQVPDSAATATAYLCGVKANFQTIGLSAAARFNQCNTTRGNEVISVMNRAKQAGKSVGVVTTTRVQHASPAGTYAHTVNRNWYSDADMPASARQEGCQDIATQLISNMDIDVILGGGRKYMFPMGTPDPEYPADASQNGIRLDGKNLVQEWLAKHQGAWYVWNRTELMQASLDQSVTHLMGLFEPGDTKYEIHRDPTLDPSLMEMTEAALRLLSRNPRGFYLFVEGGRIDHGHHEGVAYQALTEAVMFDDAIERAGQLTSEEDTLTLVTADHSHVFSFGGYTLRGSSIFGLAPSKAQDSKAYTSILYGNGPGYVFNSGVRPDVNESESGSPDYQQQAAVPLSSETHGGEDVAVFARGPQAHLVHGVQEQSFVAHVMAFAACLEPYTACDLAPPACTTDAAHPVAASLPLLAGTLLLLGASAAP
hIAP activ = human IAP activation; purified human IAP, CDP-Star luminescence, 30 min; hits give high values; 1 = vehicle-only enzyme, 0 = enzyme-free background; activation factor at 10 µM; 330,000 tested, 0.16% active; AID 2524;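 active = activation factor of the enzyme at least 2-fold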; note: the source names both 10 and 20 µM as test concentration; values of inactives mirror those of a sister screen read the other way
mIAP activ = mouse IAP activation; muIAP, CDP-Star luminescence, 30 min; hits give high values; 1 = vehicle-only enzyme signal, 0 = enzyme-free wells; 330,000 tested, 0.24% active; AID 2805; activation factor at 10 µM;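 active = activation factor of at least 2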; note: the source names both 10 and 20 µM as test concentration; values of inactives mirror those of a sister screen read the other way
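System: Mouse IAP enzyme | Also added: CDP-Star substrate | Dosing: Compounds dispensed in DMSO | Schedule: 30 min enzyme-substrate-compound incubation at room temperature | Technique: Chemiluminescence readout | Control set: DMSO-only wells and no-enzyme negative control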
mIAP block = mouse IAP inhibition. 330,000 tested, 0.2% active. purified mouse IAP, CDP-Star luminescence, 30 min. inhibition, % at 10 µM;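 active = inhibition of at least 40% at 10 µM in the primary screen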;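 note: plate controls were DMSO with enzyme for no effect and no enzyme wells for full effect; values of inactives mirror those of a sister screen read the other way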
APOBEC3A inh = blocks human APOBEC3A ssDNA deamination; recombinant A3A, FAM/TAMRA ssDNA deamination fluorescence; inhibition, % at 20 µM; 330,000 tested, 0.41% active;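 active = at least 40% inhibition at 20 µM here, with at most 30% in a related deaminase screen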;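 note: plate controls were A3A with DMSO for no effect and wells lacking A3A enzyme for full effect; some results filed as inactive read as strong as hits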
PfG6PD inh = PfG6PD (Plasmodium falciparum) enzyme inhibition; PfGluPho enzyme, NADPH resazurin-diaphorase fluorescence; inhibition, % at 20 µM; 350,000 tested, 0.78% active;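 active = inhibition reaching at least a set limit at 20 µM in the primary screen, cut at about 59% in these data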;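 note: 0% = DMSO wells with substrate and 100% = DMSO wells lacking glucose-6-phosphate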
* = called active by the depositor; nt = not tested or not shown.

hIAP activ | PfG6PD inh | APOBEC3A inh | mIAP block | mIAP activ | HKDC1 inhibitor | ATG4B inhibitor | hIAP block | SMILES
0.9 | 45 | 0 | 28 | 0.72 | 15 | 36 | 10 | CCOC(=O)c1cc(-c2ccc(/C=C3/C(=O)NC(=O)C(C#N)=C3C)o2)ccc1Cl
1.2 | -2 | 7 | 0 | 1 | -4 | 1 | -19 | Nn1c(-c2ccccc2)cc(-c2ccccc2)cc1=O
1 | -3 | -2 | 7 | 0.93 | -8 | 15 | 0 | COc1ccc(-n2nnc3c(=O)n(Cc4cc(C)ccc4C)cnc32)cc1
1 | 1 | 0 | -7 | 1.1 | -3 | -2 | -3 | CCCN(C(=O)CSc1nnnn1C)C1CCS(=O)(=O)C1 (stereo not given)
0.93 | 19 | 2 | 0 | 0.99 | -6 | -3 | 7 | Cc1ccc(NS(=O)(=O)c2cccs2)c(C)c1
1 | -1 | 2 | 14 | 0.86 | -3 | 1 | -2 | O=C(C1COc2ccccc2O1)N1CCn2c(nc3ccccc32)C1 (stereo not given)
1 | -3 | 3 | -9 | 1.1 | 2 | -8 | -1 | Cc1nn(C)c(=O)n1-c1ccc(Oc2ccccc2)cc1
0.89 | -13 | 4 | -12 | 1.1 | 0 | 0 | 11 | O=C1CCCC(O)=C1C1C2=C(CCCC2=O)Oc2ccccc21 (stereo not given)
1.4 | -1 | 1 | -11 | 1.1 | -8 | -4 | -44 | O=C(NCCc1cccs1)C1CC(c2ccccc2F)=NO1 (stereo not given)
0.95 | 17 | -2 | -8 | 1.1 | -6 | -8 | 5 | CC(C)(C)OC(=O)N/N=C/c1c[nH]c2ccccc12
1.1 | -15 | -1 | 8 | 0.92 | -11 | 10 | -14 | O=C1/C(=C/c2ccccc2)N=C(N2CCOCC2)N1c1cccc(Cl)c1
1 | 40 | -1 | 6 | 0.94 | -3 | -14 | -1 | CCOC(=O)C1CCCN(c2nc3ccccc3nc2C(C#N)C(=O)OCC)C1 (stereo not given)
1 | 25 | 1 | 7 | 0.93 | 6 | -6 | -4 | COc1cccc(Oc2ccc(S(=O)(=O)N3CCOCC3)cc2[N+](=O)[O-])c1
1 | 5 | 0 | -19 | 1.2 | -8 | 13 | 0 | COc1ccc(C(CNC(=S)NCc2ccccc2)N2CCCC2)cc1 (stereo not given)
1.1 | 11 | -3 | 7 | 0.93 | -6 | -2 | -12 | NC(=O)COC(=O)CNC(=O)c1sc2ccccc2c1Cl
1.2 | -6 | 7 | 4 | 0.96 | -8 | 10 | -22 | N#Cc1cc(C#N)c(N2CCN(c3ccccn3)CC2)nc1N
1 | 5 | 0 | -6 | 1.1 | 2 | -14 | 0 | O=C(COC(=O)C12CC3CC(CC(O)(C3)C1)C2)Nc1cccc(Br)c1
1 | 16 | 3 | -5 | 1.1 | 0 | -4 | -4 | COc1ccc(C(CNC(=O)c2oc3ccc(Br)cc3c2C)N2CCCCC2)cc1 (stereo not given)
1.1 | 4 | 0 | 13 | 0.87 | 9 | -5 | -6 | N#CC1=C(C2CC2)CC(c2ccccc2)C(C#N)=C1N (stereo not given)
1.1 | -16 | 1 | -2 | 1 | -2 | 7 | -8 | COC(=O)c1c(N2C(=O)CC(Sc3ncccc3C(=O)O)C2=O)sc(C)c1C (stereo not given)
1.1 | 1 | 1 | -4 | 1 | 1 | 14 | -5 | COc1ccccc1CCNC(=O)C(=O)NCC1OCCN1S(=O)(=O)c1ccc([N+](=O)[O-])cc1 (stereo not given)
0.97 | -3 | -4 | -7 | 1.1 | 0 | -13 | 3 | CCOc1ncccc1C(=O)Nc1ccccc1C(=O)NCc1ccc2c(c1)OCO2
1.1 | -4 | 0 | 7 | 0.93 | -9 | 0 | -5 | Cc1nc(N2CCOCC2)sc1C=O
0.96 | 10 | 0 | 17 | 0.83 | 0 | 3 | 4 | O=C(COc1ccccc1[N+](=O)[O-])Nc1ccc2c(c1)CCC2
1.1 | -6 | -5 | 0 | 1 | -1 | -4 | -8 | CN1CCN(CCCNCc2cn(CCC#N)c3ccccc23)CC1
0.95 | -10 | -3 | -4 | 1 | -3 | -6 | 5 | COc1cc2c(cc1OC)C(c1ccc(SC)cc1)CC(=O)N2 (stereo not given)
0.99 | 14 | -1 | 8 | 0.92 | 1 | 0 | 0 | COCc1ccc(-c2c(-c3ccccc3OC)sc3cc4c(cc23)OCO4)cc1
1.1 | -7 | 0 | 0 | 1 | -9 | 0 | -10 | CCn1ccnc1C(O)c1ccccc1OC (stereo not given)
0.85 | -1 | -4 | -13 | 1.1 | -8 | -9 | 14 | CC1CN(C(=O)c2cccc(S(=O)(=O)NCc3ccccc3)c2)CC(C)O1 (stereo not given)
0.99 | 3 | 0 | 1 | 0.99 | -4 | 10 | 1 | C=CCn1c2ccccc2c2nn(C)c(=S)nc21
0.96 | -7 | 3 | 6 | 0.94 | -4 | -1 | 4 | CCc1nnc(NC(=O)C2CCN(S(=O)(=O)c3ccc(C)cc3)CC2)s1
0.89 | 26 | -2 | 16 | 0.84 | 11 | -19 | 12 | CCCCn1c(CCc2ccccc2)nc2cc3[nH]c(=O)c(C(C)C)nc3cc21
1 | 3 | -2 | -3 | 1 | -15 | -17 | 0 | c1ccc(-c2nn3c(-c4ccccc4)nnc3s2)cc1
1.3 | 27 | -5 | -11 | 1.1 | -6 | -19 | -29 | COC(=O)c1ccc(OCCOCCOc2cccc3ccc(C)nc23)cc1
1.1 | 11 | -1 | 1 | 0.99 | -2 | -11 | -7 | COc1cc(/C=N/NC(=O)CCc2c(C)n[nH]c2C)cc(OC)c1OC
0.89 | 5 | 0 | 0 | 1 | 1 | -1 | 11 | Cn1c(N)c(C(=O)COC(=O)COc2cccc(Br)c2)c(=O)n(C)c1=O
1.1 | 4 | 2 | 5 | 0.95 | 3 | 17 | -7 | Oc1ccccc1N1CCN(c2ccc3ccccc3n2)CC1
1.1 | 1 | 2 | 2 | 0.98 | 1 | 0 | -13 | COC(=O)CSc1nnc(CNC(=O)c2ccccc2F)n1-c1ccc(F)cc1
0.89 | -5 | 1 | 7 | 0.93 | -9 | 4 | 11 | CCOc1ccc(NC(=O)c2cccs2)c([N+](=O)[O-])c1
1.1 | 6 | -2 | -1 | 1 | -3 | 8 | -15 | Cc1cc(C)n(CC(=O)n2c(C)c(C)c3ccccc32)n1

The closing 4 compounds of the part before lead into the next:
hIAP activ | PfG6PD inh | APOBEC3A inh | mIAP block | mIAP activ | HKDC1 inhibitor | ATG4B inhibitor | hIAP block | SMILES
1.1 | 4 | 2 | 5 | 0.95 | 3 | 17 | -7 | Oc1ccccc1N1CCN(c2ccc3ccccc3n2)CC1
1.1 | 1 | 2 | 2 | 0.98 | 1 | 0 | -13 | COC(=O)CSc1nnc(CNC(=O)c2ccccc2F)n1-c1ccc(F)cc1
0.89 | -5 | 1 | 7 | 0.93 | -9 | 4 | 11 | CCOc1ccc(NC(=O)c2cccs2)c([N+](=O)[O-])c1
1.1 | 6 | -2 | -1 | 1 | -3 | 8 | -15 | Cc1cc(C)n(CC(=O)n2c(C)c(C)c3ccccc32)n1
0.93 | nt | 10 | 44* | 0.56 | nt | nt | 7 | Cc1ccc(C2C(C#N)=C(N)SC(N)=C2C#N)o1
1.3 | -10 | -3 | -4 | 1 | -2 | -4 | -34 | OC(CNC1Cc2ccccc2C1)COc1ccc(F)cc1 (stereo not given)
1.1 | -2 | -2 | 3 | 0.97 | -3 | -1 | -9 | COc1ccc(Cn2c(-c3ccc(OC)cc3)nc3ccccc32)cc1
0.9 | -16 | 2 | -6 | 1.1 | 9 | 10 | 10 | CCCCN(C)CCNS(=O)(=O)c1ccc2c(c1)n(C)c(=O)c(=O)n2C
1.1 | -6 | 1 | 15 | 0.85 | -5 | -6 | -5 | OCCC1CN(Cc2nc3ccc(F)cc3[nH]2)CCN1C1CCCC1 (stereo not given)
1.2 | -3 | -2 | 3 | 0.97 | 4 | -12 | -15 | COc1cc(OC)cc(C2C(C#N)=C(N)Oc3n[nH]c(-c4cccnc4)c32)c1 (stereo not given)
0.94 | -11 | -4 | 17 | 0.83 | 2 | 8 | 6 | CSc1cccc(Nc2ccc(S(=O)(=O)N3CCOCC3)cc2[N+](=O)[O-])c1
1.1 | 6 | -2 | 4 | 0.96 | -2 | -4 | -6 | COc1cccc(/C=C2\SC(=S)N(CCCC(=O)Nc3cc(C)on3)C2=O)c1
1 | -4 | -2 | 12 | 0.88 | -11 | -16 | -2 | Cc1cc(C)n(-c2c(F)c(F)c(CO)c(F)c2F)n1
1.1 | 4 | -3 | -10 | 1.1 | -5 | -4 | -8 | CN1CCN(CCOc2ccc(-c3ccccc3)cc2)CC1
0.91 | 16 | -2 | 14 | 0.86 | 3 | -12 | 9 | Cc1nn(-c2ccccc2)c2nc(N)c(C#N)c(-c3ccc(F)cc3)c12
1.1 | 7 | 9 | -4 | 1 | 5 | -1 | -11 | O=C(Nc1cccc(C(=O)O)c1)/C(=C\c1ccco1)NC(=O)c1ccc(Br)o1
nt | -2 | -1 | -9 | 1.1 | 0 | nt | nt | CC[C@]12c3[nH]c4cc(-c5ccco5)ccc4c3CCN1C(=O)[C@@H](CC(=O)NCCCn1ccnc1)C[C@@H]2C(=O)N1CCN(C(=O)c2ccco2)CC1
1.1 | -5 | 1 | -2 | 1 | -2 | -4 | -10 | Cc1nnsc1C(=O)N1CCC(C(=O)c2ccccc2)CC1
1.1 | -4 | -5 | -1 | 1 | -5 | 0 | -10 | COC(=O)c1cccc(N(CC(=O)NCC2CCCO2)C(=O)CCC(=O)Nc2cc(C)on2)c1 (stereo not given)
0.8 | -19 | 2 | -1 | 1 | 2 | -2 | 20 | Cc1cccc(C(=O)NCC(=O)N2CCN(S(=O)(=O)c3cc(C)ccc3C)CC2)c1
0.94 | -9 | -2 | 4 | 0.96 | 3 | 0 | 6 | COCc1[nH][nH]c(=O)c1C=Nc1ccc(F)cc1F
1.1 | 1 | -3 | -6 | 1.1 | -3 | 2 | -11 | COc1ccc(C(CNC(=O)COc2ccccc2C#N)N2CCOCC2)cc1 (stereo not given)
1.1 | 7 | 0 | -4 | 1 | -10 | -8 | -14 | CCCC1O[C@@H]2C[C@H]3[C@@H]4CCC5=CC(=O)C=C[C@]5(C)[C@H]4[C@@H](O)C[C@]3(C)[C@]2(C(=O)CO)O1 (stereo not given in full)
1 | 29 | -8 | 8 | 0.92 | -6 | -3 | 0 | CCOC(=O)c1sc(-c2ccc(F)cc2)cc1N

Printed as active in mIAP block (from the list above):
hIAP activ | PfG6PD inh | APOBEC3A inh | mIAP block | mIAP activ | HKDC1 inhibitor | ATG4B inhibitor | hIAP block | SMILES
0.93 | nt | 10 | 44* | 0.56 | nt | nt | 7 | Cc1ccc(C2C(C#N)=C(N)SC(N)=C2C#N)o1

New compounds follow:
hIAP activ | PfG6PD inh | APOBEC3A inh | mIAP block | mIAP activ | HKDC1 inhibitor | ATG4B inhibitor | hIAP block | SMILES
0.82 | -8 | -2 | 14 | 0.86 | 16 | 4 | 18 | COc1ccccc1CN=c1c([N+](=O)[O-])nn(-c2ccc3c(c2)OCCO3)n1O
0.9 | 20 | 0 | 1 | 0.99 | 0 | -4 | 10 | C/C(=N\NC(=O)c1csc(C)c1C)c1ccc(Cl)s1
0.98 | 13 | 7 | 7 | 0.93 | 1 | -18 | 2 | Cc1nnc(NC(=O)CCSCCC(=O)Nc2nnc(C)s2)s1
1 | -14 | -12 | -10 | 1.1 | -9 | 3 | 0 | COCCNC(=S)N1CCN(Cc2ccc3c(c2)OCO3)CC1
0.94 | 8 | 0 | -6 | 1.1 | -8 | -8 | 6 | CCc1ccc2oc(=O)cc(CN3CCOCC3)c2c1

This is a random part of the collection (roughly 2.4% active in at least one column).
